Bioassay records: PubChem BioAssay, several laboratories
Rab7 wt modul = modulators of GTP binding to Rab7, primary screen, biochemical, wildtype, multiplex bead flow cytometry; Rab7 GTPase wild type (dog), Bodipy-FL-GTP binding; GST-Rab7 beads, fluorescent GTP binding; actives lie on both sides; untreated = 100%, excess cold GTP = 0%; GTP binding activity (percent of control), % at 10 µM; 0.055% of 190,000 active; AID 758, 2007;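 active means fluorescent GTP binding to Rab7 beads changed by at least 20 points from the 100% baseline, either direction, mostly lower; inconclusive means compound itself probably fluorescent, or too few beads counted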;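 further: median green fluorescence of bound Bodipy-FL-GTP per Rab7 bead population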
GSH bead fluor = compound fluorescence on glutathione beads, profiling panel, artefact control, biophysical, 488/530 nm, flow cytometry. GSH beads flow cytometry, compound fluorescence 488/530 nm; stronger effect = higher value. fluorescence (KMESF) at 10 µM. 0.25% of 190,000 active; in the data active means fluorescence above about 89;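 further: glutathione beads carrying GST-tagged Bcl family fusion proteins plus one bare bead set; values are compound well signal with DMSO vehicle wells as background; inactives centre near 16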
Cdc42 wt GTP = modulators of GTP binding to wildtype Cdc42, primary screen, biochemical, multiplex bead flow cytometry, Bodipy-GTP | Cell division control protein 42 homolog (Homo sapiens), P60953 | GST-Cdc42 beads; actives lie on both sides | percent activity (GTP binding), % at 10 µM | 0.2% of 190,000 active | AID 761, 2007;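 active means percent activity GTP binding at least 20 points away from the 100% baseline, either down as inhibitor or up as activator; inconclusive means compound flagged as likely green fluorescent from well-wide comparison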;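 further: median bead fluorescence of bound Bodipy-FL-GTP at 100 nM; 0% = excess unlabeled GTP control and 100% = no compound control; below 100% means less GTP binding so inhibitor and above means activator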
HRas wt GTP bind = modulators of GTP binding to HRas wildtype, primary screen, biochemical, bead-based flow cytometry, multiplex; GTP binding activity, % at 10 µM; 0.14% of 190,000 active; GTPase HRas (Homo sapiens), P01112; GST-Ras wt beads, Bodipy-FL-GTP binding; actives lie on both sides;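 active means GTP binding activity at least 20% away from the 100% baseline, either lowered as inhibitor or raised as activator; inconclusive means flagged as likely green fluorescent, judged across all proteins in the well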;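 further: 0% = unlabeled GTP competition control and 100% = no-compound control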
Target sequence (P01112 whole entry, looked up): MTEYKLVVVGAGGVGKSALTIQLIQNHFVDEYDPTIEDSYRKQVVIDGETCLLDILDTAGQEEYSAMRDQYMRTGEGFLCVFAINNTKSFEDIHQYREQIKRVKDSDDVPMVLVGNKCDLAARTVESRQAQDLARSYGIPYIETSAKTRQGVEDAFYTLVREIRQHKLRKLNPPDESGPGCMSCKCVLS
Mcl1-Bid inh = Mcl-1/Bid binding inhibitors, primary screen, biochemical, TR-FRET, 1536-well; Induced myeloid leukemia cell differentiation protein Mcl-1 (Homo sapiens), Q07820; TR-FRET Mcl-1/Bid-Dy647 peptide binding; inhibition, % at 21.7 µM; 0.97% of 220,000 active; AID 1021, 2008;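 active means compounds that cut the binding signal by more than half at the single screening dose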;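 further: His-tagged Mcl-1 with europium anti-His antibody binding Bid BH3 peptide; 0% = Mcl-1 plus peptide wells and 100% = peptide-only wells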
Target sequence (Q07820 whole entry, looked up): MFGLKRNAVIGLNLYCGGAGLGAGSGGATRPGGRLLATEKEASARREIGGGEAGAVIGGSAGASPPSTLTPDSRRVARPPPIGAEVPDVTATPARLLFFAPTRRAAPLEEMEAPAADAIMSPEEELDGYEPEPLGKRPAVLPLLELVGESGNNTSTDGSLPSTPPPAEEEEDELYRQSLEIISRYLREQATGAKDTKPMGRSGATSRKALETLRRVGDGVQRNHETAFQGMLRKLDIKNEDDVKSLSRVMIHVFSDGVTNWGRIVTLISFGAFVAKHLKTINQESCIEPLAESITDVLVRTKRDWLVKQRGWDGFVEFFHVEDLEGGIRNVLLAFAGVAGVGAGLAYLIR
Rac1 mut GTP = GTP binding modulators of activated mutant Rac1, primary screen, biochemical, bead-based flow cytometry, multiplex, fluorescent GTP; Ras-related C3 botulinum toxin substrate 1 (Homo sapiens), P63000; GST-Rac1 activated beads; actives lie on both sides; 100% means binding = to untreated wells; percent activity (GTP binding), % at 10 µM; 0.11% of 190,000 active; AID 764, 2007;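 active means GTP binding at least 20 percentage points away from the 100% baseline, in either direction, so actives lie on both sides; inconclusive means Compound likely fluorescent itself, or too few beads counted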
Rab2A wt mod = modulators of GTP binding to Rab2A wildtype, primary screen, biochemical, dog, bead-based flow cytometry, multiplex | Ras-related protein Rab-2A (Canis lupus familiaris), P61105 | GST-Rab2 wt beads, Bodipy-GTP binding | GTP binding activity, % at 10 µM | 0.19% of 190,000 active | AID 760, 2007;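 active means GTP binding activity at least 20 points away from 100%, either lowered or raised; inconclusive means signal likely due to the compound's own green fluorescence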;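 further: 0% = beads with excess unlabeled GTP and 100% = no-compound control corrected for plate trend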
Rac1 wt modul = wildtype Rac1 GTP binding modulators, primary screen, biochemical, GST-Rac1 beads, flow cytometry, multiplex. Ras-related C3 botulinum toxin substrate 1 (Homo sapiens), P63000. fluorescent GTP binding; actives lie on both sides; 0 = cold GTP competed, 100 = untreated. GTP binding activity (% of control), % at 10 µM. 0.27% of 190,000 active;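 active means GTP binding activity at least 20 points away from the 100% control level, either lower or higher; inconclusive means compound flagged as likely green fluorescent, judged across all proteins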
Mcl1-Noxa inh = Mcl-1/Noxa binding inhibitors, primary screen, biochemical, TR-FRET, 1536-well; Induced myeloid leukemia cell differentiation protein Mcl-1 (Homo sapiens), Q07820; TR-FRET Mcl-1/Noxa peptide binding, 2 h; inhibition, % at 21.7 µM; 1.5% of 220,000 active;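 active means compounds that cut the protein-peptide binding signal by more than 50% relative to plate controls in a single-dose test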;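 further: His-tagged Mcl-1 with rhodamine Noxa BH3 peptide and terbium anti-His antibody; 0% = Mcl-1 plus Noxa peptide wells and 100% = peptide-only wells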
Pf gametocyte = late stage P. falciparum gametocyte viability inhibitors, primary screen, ATP luminescence, HTS | 0.065% of 150,000 active | P. falciparum stage V gametocytes, 24 h | AID 743093, 2013 | inhibition, % at 10.9 µM;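 active means inhibition above the mean plus 3 SD of compounds within the control limits, set per campaign, cut at about 38% in these data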;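 further: 0% = DMSO wells and 100% = medium only without gametocytes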
Avidin bead fluor = green autofluorescence of compounds with avidin beads – biophysical, 488/530 nm, flow cytometry, artefact control, profiling panel | compound fluorescence 488/530 nm; stronger effect = higher value | fluorescence (KMESF) at 10 µM | 0.38% of 220,000 active | AID 1775, 2009; in the data active means fluorescence above about 47; further: inactives centre near 10
Numbers without * were called inactive; ? = inconclusive; · = not tested or not shown.

SMILES | Rab7 wt modul | GSH bead fluor | Cdc42 wt GTP | HRas wt GTP bind | Mcl1-Bid inh | Rac1 mut GTP | Rab2A wt mod | Rac1 wt modul | Mcl1-Noxa inh | Pf gametocyte | Avidin bead fluor
O=C1NCCCC1C(=O)Nc1ccccc1C(F)(F)F (centres undefined) | 99 | 27 | 102 | 100 | 3 | 101 | 99 | 102 | 8 | 10 | 36
CCOC(=O)N1CCC(=NNC(=O)COc2cccc(C)c2)CC1 | 96 | 10 | 101 | 100 | -7 | 101 | 100 | 104 | 5 | · | 21
C#CCOC(=O)CCCNc1ccc([N+](=O)[O-])cc1[N+](=O)[O-] | 102 | 31 | 99 | 99 | -18 | 98 | 103 | 103 | 25 | · | 10
CCCCNC(=S)NNC(=O)c1csc(C)c1 | 94 | 68 | 103 | 102 | -26 | 102 | 101 | 104 | 7 | 8 | 7
CC1=[N+](C)c2ccc3ccccc3c2C1(C)C | 106 | 18 | 101 | 103 | -68 | 98 | 101 | 101 | 23 | 11 | 4
Cc1onc(-c2ccccc2)c1C(=O)Nc1ccc(S(=O)(=O)NC2=NCCCCC2)cc1 | 100 | 26 | 101 | 101 | -3 | 99 | 100 | 105 | 9 | · | 34
CCN(CC)CCCNC(=O)c1ccc2c(Cl)c3c(nc2c1)CCCC3 | 107 | 8 | 104 | 99 | -6 | 100 | 100 | 103 | -3 | -15 | 26
O=C1NC2(CCCCC2)N=C1c1ccccc1 | ? | 14 | ? | ? | -28 | ? | ? | ? | 4 | -12 | 13
CCCC(=O)N1c2ccccc2[C@@H](N(C(C)=O)c2ccccc2)C[C@H]1C | 100 | 44 | 97 | 100 | -2 | 95 | 97 | 96 | -1 | -15 | 7
COC(=O)c1ccc(Oc2nc(Nc3ccc(F)cc3)nc(N3CCCC3)n2)cc1 | 101 | 8 | 102 | 100 | 2 | 98 | 99 | 106 | -3 | · | 9
COc1ccccc1NS(=O)(=O)c1cccc(NC(=O)Nc2cccc(Cl)c2)c1 | 99 | 6 | 100 | 99 | 1 | 100 | 96 | 103 | 13 | 4 | 2
CC(=O)N=c1sc2nc3ccccc3nc2n1N(C(C)=O)C(C)=O | ? | 14 | ? | ? | -8 | ? | ? | ? | 26 | 10 | 13
O=C(NN=C1CCN(Cc2ccccc2)CC1)C(O)c1ccccc1 (centres undefined) | 103 | 8 | 103 | 101 | -34 | 100 | 99 | 104 | 3 | -9 | 13
COc1ccc(S(=O)(=O)N2CCCCC2)cc1NS(=O)(=O)c1ccccc1F | 91 | 12 | 91 | 91 | -3 | 90 | 92 | 91 | 21 | 6 | 21
CCCCNS(=O)(=O)c1cccc(S(=O)(=O)N2CCCC2)c1 | 99 | 24 | 101 | 99 | -3 | 99 | 101 | 104 | 14 | 0 | 28
O=C(NC1CCCCC1)C(c1ccccc1)N(Cc1ccco1)C(=O)Cn1cnc2ccccc21 (centres undefined) | 101 | 14 | 103 | 100 | -15 | 97 | 97 | 103 | 8 | -10 | 20
Cc1c(C)n(C(=O)CN2CCN(c3ccccn3)CC2)c2ccccc12 | 101 | 9 | 101 | 102 | -41 | 100 | 100 | 103 | 9 | 13 | 8
COc1ccccc1-c1nnn(C/C(N)=N/O)n1 | 91 | 1 | 99 | 98 | -12 | 98 | 99 | 103 | 5 | -57 | 13
COc1ccc(CN2CC(C(=O)N3CCOCC3)CC2=O)cc1 (centres undefined) | 98 | 9 | 104 | 102 | -10 | 102 | 99 | 105 | 7 | · | 13
CCCNC(=O)c1ccccc1NS(=O)(=O)c1ccc(OC)c(OC)c1 | 103 | 37 | 101 | 102 | 3 | 101 | 101 | 105 | -7 | · | 7

An excerpt from above, reduced to Mcl1-Noxa inh and GSH bead fluor:
mol,Mcl1-Noxa inh,GSH bead fluor
COc1ccc(CN2CC(C(=O)N3CCOCC3)CC2=O)cc1 (centres undefined),7,9
CCCNC(=O)c1ccccc1NS(=O)(=O)c1ccc(OC)c(OC)c1,-7,37

Entries above with a Cl atom, in the order listed:
SMILES | Rab7 wt modul | GSH bead fluor | Cdc42 wt GTP | HRas wt GTP bind | Mcl1-Bid inh | Rac1 mut GTP | Rab2A wt mod | Rac1 wt modul | Mcl1-Noxa inh | Pf gametocyte | Avidin bead fluor
CCN(CC)CCCNC(=O)c1ccc2c(Cl)c3c(nc2c1)CCCC3 | 107 | 8 | 104 | 99 | -6 | 100 | 100 | 103 | -3 | -15 | 26
COc1ccccc1NS(=O)(=O)c1cccc(NC(=O)Nc2cccc(Cl)c2)c1 | 99 | 6 | 100 | 99 | 1 | 100 | 96 | 103 | 13 | 4 | 2
